Bioassay records: PubChem BioAssay, National Center for Advancing Translational Sciences (NCATS)
KDM5B inh: blocks human KDM5B histone demethylase activity; Q9UGL1; KDM5B demethylase, FDH-coupled NADH fluorescence (FDH is formaldehyde dehydrogenase); AID 1347165; Potency, µM (highest dose often 57.7 µM), for inactives: top-dose activity change, negative = inhibition, actives largely listed as inhibitors; hit rate 2.6% among 220,000; active = well fitted inhibition curve with a large enough effect; inconclusive = small, poorly fitted or top-dose-only effect; inactive = no such curve, though single readings can be large or run the other way; note: 0% is about no effect; nearly all actives have a fitted effect of over 70% in size
Target sequence (Q9UGL1 whole entry, looked up): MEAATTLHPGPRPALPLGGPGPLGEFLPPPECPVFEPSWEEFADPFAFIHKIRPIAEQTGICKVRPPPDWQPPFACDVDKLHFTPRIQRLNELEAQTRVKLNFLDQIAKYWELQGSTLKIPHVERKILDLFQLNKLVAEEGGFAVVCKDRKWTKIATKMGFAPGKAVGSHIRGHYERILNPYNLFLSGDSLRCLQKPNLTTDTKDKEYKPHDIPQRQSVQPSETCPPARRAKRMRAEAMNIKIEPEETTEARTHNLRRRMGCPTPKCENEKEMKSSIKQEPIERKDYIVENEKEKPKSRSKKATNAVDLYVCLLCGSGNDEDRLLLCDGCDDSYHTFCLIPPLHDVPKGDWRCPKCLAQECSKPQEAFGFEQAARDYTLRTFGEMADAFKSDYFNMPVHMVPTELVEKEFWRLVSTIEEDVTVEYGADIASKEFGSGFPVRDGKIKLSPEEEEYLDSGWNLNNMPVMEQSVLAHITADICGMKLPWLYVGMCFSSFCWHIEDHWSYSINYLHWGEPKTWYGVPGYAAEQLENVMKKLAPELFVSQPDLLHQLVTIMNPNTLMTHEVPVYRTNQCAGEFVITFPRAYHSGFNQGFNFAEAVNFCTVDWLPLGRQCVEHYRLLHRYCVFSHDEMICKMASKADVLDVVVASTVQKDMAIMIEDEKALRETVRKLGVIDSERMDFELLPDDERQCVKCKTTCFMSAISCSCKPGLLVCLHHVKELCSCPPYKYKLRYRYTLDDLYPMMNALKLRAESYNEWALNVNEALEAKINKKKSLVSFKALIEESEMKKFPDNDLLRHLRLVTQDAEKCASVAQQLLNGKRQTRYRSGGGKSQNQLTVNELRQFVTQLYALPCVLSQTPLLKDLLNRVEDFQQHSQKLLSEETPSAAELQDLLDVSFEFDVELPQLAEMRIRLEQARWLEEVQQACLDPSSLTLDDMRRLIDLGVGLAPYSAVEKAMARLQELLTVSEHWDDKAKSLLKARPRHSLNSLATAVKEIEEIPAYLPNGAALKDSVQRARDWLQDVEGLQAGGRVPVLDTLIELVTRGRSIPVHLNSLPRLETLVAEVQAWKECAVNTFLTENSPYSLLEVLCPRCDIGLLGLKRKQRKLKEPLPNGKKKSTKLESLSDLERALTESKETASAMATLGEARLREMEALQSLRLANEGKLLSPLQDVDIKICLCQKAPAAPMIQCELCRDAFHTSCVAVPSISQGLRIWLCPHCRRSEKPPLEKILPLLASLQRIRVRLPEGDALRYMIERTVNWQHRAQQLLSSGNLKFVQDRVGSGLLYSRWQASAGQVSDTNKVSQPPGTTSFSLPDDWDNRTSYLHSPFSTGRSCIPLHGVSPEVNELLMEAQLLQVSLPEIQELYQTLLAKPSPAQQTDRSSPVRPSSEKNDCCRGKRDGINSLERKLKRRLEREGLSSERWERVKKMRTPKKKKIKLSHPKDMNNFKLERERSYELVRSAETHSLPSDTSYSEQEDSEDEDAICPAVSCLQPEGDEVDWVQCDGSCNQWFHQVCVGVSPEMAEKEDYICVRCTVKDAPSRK
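Compound dilutions met 200 nM (final) KDM5BΔAP for 10 min at room temperature before substrate addition. The substrate mix held 12.5 µM H3K4me3 with cofactors 25 µM α-ketoglutarate and 50 µM Fe²⁺. NADH signal gain over 30 min defined activity.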
* marks the source's active call; other numbers are inactive results; u = inconclusive; [ ] = another dose, or the depositor's remark. Potency is the fitted concentration of half-maximal effect. Only part of the results is shown (hit frequency here may not be typical).

KDM5B inh	mol
18%	C=CCN(C(=O)c1csnn1)C(C(=O)NCc1ccc(F)cc1)c1sccc1C (stereo unspecified)
u	Cc1ccc(CSC2=Nc3ccccc3C3=NC(CCC(=O)N4CCN(c5ccccc5)CC4)C(=O)N23)cc1 (stereo unspecified)
u	Cc1ccc(NC(=O)Cn2ccn3nc(-c4ccc(F)cc4)c(CO)c3c2=O)cc1F
10%	Cc1ccc(-c2cn[nH]c2C2CCCN(C(=O)CCCn3cnnn3)C2)cc1 (stereo unspecified)
5%	Cc1ccc(C(=O)N2C[C@@H](COc3ccccc3)[C@H](C(N)=O)C2)nc1
-16%	CC(C)CCN1CCC(N2CCN(C(=O)CC3CCCCC3)CC2)C1=O (stereo unspecified)
-19%[86.2 µM]	CCCN(C)C(=O)c1c(-c2ccc(F)cc2)noc1[C@H](C)O
-28%	O=C(CN1c2ccccc2Sc2ccccc21)NNC(=O)Nc1cccc(Cl)c1
34%[activator]	CC(=O)N/C(=N/c1nc(C)cc(C)n1)Nc1cccc(C)c1C
3%	O=C(NCc1ccccc1)C(c1ccccc1F)N(CC1CCCO1)C(=O)c1ccccn1 (stereo unspecified)
-10%[86.2 µM]	COc1ccc2[nH]c(C[C@@H]3C[C@@H](C(C)C)[C@H](CNC(C)=O)C=C3C)nc2n1
-5%	CCNC(=O)CN1CCCC(CNC(=O)c2cccc(C(F)(F)F)c2)C1 (stereo unspecified)

Continued.
KDM5B inh	mol
-26%	Cc1cccc(C(=O)Nc2ccc3ncnc(N4CCCCC4)c3c2)c1
u	O=C(Nc1ccc2nc(SCc3ccccc3)sc2c1)c1ccccc1F
25%	COc1ccc(C(=O)NC2CCc3n[nH]c(=O)n3CC2)c(OC)n1 (stereo unspecified)
-3%	CCC1(N2CCN(C(=O)c3ccc(N(C)C)cc3)CC2)CCN(S(C)(=O)=O)C1 (stereo unspecified)
4%	COCc1nc(-c2ccc(OC3CCN(S(=O)(=O)c4ccccc4C)C3)cc2)no1 (stereo unspecified)
u	C[C@@H]1CN(C(=O)c2ccc3c(c2)NC(C)(COc2ccc4[nH]ccc4c2)CO3)C[C@H](C)O1 (stereo partly specified)
-1%	Cc1nn(C)c(C)c1S(=O)(=O)N1CCC2(CC1)CC(Cc1cccc(F)c1)CCO2 (stereo unspecified)
-28%	Cc1nn2c(c1-c1ccccc1OCc1ccccc1)N(C(=O)COc1ccccc1)CCC2
11%	CCOC(=O)NC(=O)COC(=O)[C@H](C)NC(=O)c1ccccc1
16%	O=C(O)CC(c1ccccc1)c1cc(Cl)ccc1O (stereo unspecified)
20%[149 µM]	Cc1cc(Cl)ccc1-c1cccc(C=O)c1
-12%[86.2 µM]	N#Cc1ccc(CN2C3CCC2CN(C(=O)c2ccncc2)C3)cc1

Brought forward from above: two entries, followed by the next part.
KDM5B inh	mol
20%[149 µM]	Cc1cc(Cl)ccc1-c1cccc(C=O)c1
-12%[86.2 µM]	N#Cc1ccc(CN2C3CCC2CN(C(=O)c2ccncc2)C3)cc1
u	COc1ccc(/C=C2\C(=O)ON=C2c2ccccc2)cc1
24%	C=CCOC(=O)c1[nH]c(C)c(C(=O)OCC)c1C
-8%	O=C1CCC(C(=O)N2CCCn3nc(C(=O)Nc4ccccc4)cc3C2)=NN1
u	Cc1ccccc1NC(=O)c1ccc2c(c1)N(C)C1CCCN1C2=O (stereo unspecified)
-5%	CCC(C)NC(=O)C(NC(=O)c1ccc2c(c1)OCO2)C1CCN(C(=O)c2ccccc2F)CC1 (stereo unspecified)
-19%	Cn1c(=O)c(=O)n(C)c2cc(N3CCCCC3)c(NS(=O)(=O)c3ccc(C(C)(C)C)cc3)cc21
-10%	Cc1sc2nc(CN3CCOCC3)nc(Sc3nnnn3C3CC3)c2c1C
-16%[86.2 µM]	O=C(NC[C@H]1O[C@@H]2C[C@@H](CC(=O)N3CCOCC3)O[C@@H]2[C@@H]1O)Nc1cccs1
-22%	CC(C)C(=O)N1CCN(c2nc3c([nH]2)c(=O)n(C)c(=O)n3C)CC1
-22%[86.2 µM]	CC1(C)[C@H](Cc2cc(CN3CCN(c4ccccc4)CC3)on2)C[C@@H]1NCC1CC1
-31%	O=C(C1CCC1)N1CCCC(Nc2ccc(F)cc2)C1 (stereo unspecified)
u	COc1ncccc1-c1cc(C(=O)NCC2CCOCC2)c2c(c1)ncn2C

(listing goes on)
KDM5B inh	mol
-1%	CCCCn1c(SCC(=O)Nc2ccc(OC)cc2)nc2c(oc3ccccc32)c1=O
19%[86.2 µM]	Cn1nccc1-c1cnc2n[nH]c(-c3ccc4c(c3)OCO4)c2n1
-15%[86.2 µM]	CC(=O)N1CCCn2nc(C)c(-c3ccccc3OCc3ccccc3)c21
-14%	CCOc1ccc(C(=O)c2cn(CC(=O)Nc3ccc(F)c(F)c3)c3cc4c(cc3c2=O)OCCO4)cc1
-45%	O=C(Cn1ccc2cc(S(=O)(=O)N3CCCCC3)ccc21)NCc1cccc(Cl)c1
9%	CNC(=O)NC(=O)CCN1CCOC(c2ccc(Br)cc2)C1 (stereo unspecified)
-11%	CNC(=S)NNC(=O)c1ccc(F)cc1
3%	Cc1cc(C[C@@H]2COC[C@@H]2NC(=O)CCn2cnc3ccccc32)on1
u	CCN1CCN(c2ccc3cc(S(=O)(=O)N4CCOCC4)ccc3n2)CC1
u	COC(=O)C(C#N)c1nc2ccccc2nc1NC1CC1 (stereo unspecified)
-17%	O=S(=O)(c1ccccc1)N1CCc2ccccc21
u	Cc1ccc(C)c(Cn2c3ccccc3c3cnn(CC(=O)NC4CCCCCC4)c(=O)c32)c1

(continued)
KDM5B inh	mol
u	COc1cc(Cl)c(C)cc1NC(=O)c1c(C)oc2nc(C)nc(N3CCCC3)c12
-7%	CC(C)CNC(=O)c1cc(-c2ccccc2F)no1
1%	COCc1ncc(C)n1CCNC(=O)c1c(C)noc1C
20%	CC(C)CCN1CCN(Cc2ccoc2)CC1CCO (stereo unspecified)
12%	COc1ccc(OC)c(C2CCCN2C(=O)c2ccc(-n3cccn3)cc2)c1 (stereo unspecified)
-5%	Clc1ccc(N2CCN(Cc3nnc(-c4ccc5c(c4)OCO5)o3)CC2)cc1
20%	Cc1ccccc1OCc1nnc(SCC(=O)Nc2ccc(N3CCOCC3)cc2)n1C
1%	Cc1sc2nc(SCc3c(F)cccc3Cl)n(CCCN3CCOCC3)c(=O)c2c1C
-10%	CC(C)(C)c1ccnc(N[C@H]2CO[C@H]3[C@@H]2OC[C@@H]3NC(=O)CC2(CC(=O)O)CCCC2)n1
-20%	CCOc1ccc(Nc2c(S(=O)(=O)c3ccccc3)cnc3ccc(F)cc23)cc1
-16%	O=C(NCCCc1ccccc1)c1n[nH]c2c1CN(C(=O)c1ccccc1Cl)CC2
8%	O=C(O)c1sccc1Oc1ccc(NS(=O)(=O)c2ccc(Cl)cc2)cc1

No new results follow: an excerpt of the list.
KDM5B inh	mol
-11%	CNC(=S)NNC(=O)c1ccc(F)cc1
3%	Cc1cc(C[C@@H]2COC[C@@H]2NC(=O)CCn2cnc3ccccc32)on1
u	CCN1CCN(c2ccc3cc(S(=O)(=O)N4CCOCC4)ccc3n2)CC1
u	COC(=O)C(C#N)c1nc2ccccc2nc1NC1CC1 (stereo unspecified)
-17%	O=S(=O)(c1ccccc1)N1CCc2ccccc21
u	Cc1ccc(C)c(Cn2c3ccccc3c3cnn(CC(=O)NC4CCCCCC4)c(=O)c32)c1
u	COc1cc(Cl)c(C)cc1NC(=O)c1c(C)oc2nc(C)nc(N3CCCC3)c12
-7%	CC(C)CNC(=O)c1cc(-c2ccccc2F)no1
1%	COCc1ncc(C)n1CCNC(=O)c1c(C)noc1C
20%	CC(C)CCN1CCN(Cc2ccoc2)CC1CCO (stereo unspecified)
12%	COc1ccc(OC)c(C2CCCN2C(=O)c2ccc(-n3cccn3)cc2)c1 (stereo unspecified)
-5%	Clc1ccc(N2CCN(Cc3nnc(-c4ccc5c(c4)OCO5)o3)CC2)cc1
20%	Cc1ccccc1OCc1nnc(SCC(=O)Nc2ccc(N3CCOCC3)cc2)n1C
1%	Cc1sc2nc(SCc3c(F)cccc3Cl)n(CCCN3CCOCC3)c(=O)c2c1C
-10%	CC(C)(C)c1ccnc(N[C@H]2CO[C@H]3[C@@H]2OC[C@@H]3NC(=O)CC2(CC(=O)O)CCCC2)n1
-20%	CCOc1ccc(Nc2c(S(=O)(=O)c3ccccc3)cnc3ccc(F)cc23)cc1

The list continues:
KDM5B inh	mol
14%	O=C1NCC(=O)N2CCN(C3CCN(Cc4ccco4)CC3)CC12 (stereo unspecified)
-13%	CC(C)c1noc(-c2cn(C3CCN(C(=O)c4ccc(F)cc4)C3)nn2)n1 (stereo unspecified)
-16%	O=C1CCN(Cc2ccc(F)cc2F)CCCCCCN1
19%	CNc1snc(C)c1C(=O)NCCc1ccc(OC)cc1
21%	O=C(CCc1nc(-c2ccco2)no1)N[C@@H]1CCOC[C@H]1OCC1CCC1
1%	COc1cccc(CC(=O)NCCCSc2ccccc2)c1
-8%	O=C1NC2(CN(Cc3ccccc3C(F)(F)F)C2)Oc2ccccc21
-22%[115 µM]	O=C(c1ccc(Cl)cc1)N1CCC2(CC1)C(=O)NCN2C(=O)CCCN1CCCC1
-15%	C[C@@H]1CN(C(=O)c2ccc(-c3cnco3)cc2)CC[C@]1(C)O
22µM*	O=C1N[C@H](CC(=O)N2CCN(c3ccc(C(F)(F)F)cn3)CC2)C(=O)Nc2ccccc21
9%	COC(=O)C1=C(C)N(c2ccc(C)c(C)c2)C(=S)NC1c1ccsc1 (stereo unspecified)
-7%	Cc1cccc(C)c1NC(=O)c1cc2ccccc2oc1=O

More records:
KDM5B inh	mol
-2%	COCCNC(=O)Cn1cc(S(=O)(=O)Cc2ccc(F)cc2)c2ccccc21
24%	COc1ccc(C(=O)Nc2ccc(OCC(=O)N3CCOCC3)cc2)c(OC)c1OC
1%[86.2 µM]	CN(C)CCN(C)CC[C@H]1CN(C(=O)C(C)(C)C)CC[C@H]1CC(=O)O
-2%	Cc1ccc(CNC(=O)CC2C=CCC2)cn1 (stereo unspecified)
22%	CCCCn1nc(C(=O)N(C)C2CCS(=O)(=O)C2)c2ccccc2c1=O (stereo unspecified)
-1%	CCOc1ccc(NC(=O)C2CC(=O)N(CCc3ccc(OC)c(OC)c3)C2)cc1OCC (stereo unspecified)
-21%	CCOc1ccc(C(=O)Nc2ccc3oc(-c4ccc5ccccc5c4)nc3c2)cc1
-11%	CC1C(c2ccc(F)cc2)=[N+]([O-])C(C)(c2cccc([N+](=O)[O-])c2)N1O (stereo unspecified)
-7%	Cc1cc2c(cc1C(=O)N1C[C@@H](C)[C@](O)(C3CCC3)C1)OCCO2
-11%	CCCn1nc(C(=O)OCC#N)c2ccccc2c1=O
5%	Cc1n[nH]c(=O)c2c(NC(=O)CSc3nnc(C4CC4)n3-c3ccccc3)oc(C)c12
-7%	CCc1ccc(NC(=O)CS(=O)CC(=O)Nc2ccc(N3CCOCC3)cc2)cc1 (stereo unspecified)

Continued.
KDM5B inh	mol
-6%[149 µM]	CN(C)C(=O)C1CCc2nnc(CNC(=O)c3ccccc3)n21 (stereo unspecified)
-33%[86.2 µM]	COCCn1c(=O)c2c(n1Cc1ccccc1)CN(C(=O)c1scnc1C)CC2
6%	Cc1ccc(C2Cn3nnc(C(=O)N4CCC(C(=O)NCc5ccc(F)cc5)CC4)c3CO2)cc1 (stereo unspecified)
-15%[86.2 µM]	O=C(c1ccno1)N1C[C@@H]2OCC(=O)N(c3ccccc3)[C@@H]2C1
-12%	O=C(NCC(c1cccs1)S(=O)(=O)c1cccs1)c1ccc(C(F)(F)F)cc1 (stereo unspecified)
-13%	COc1cccc(OC)c1C(=O)Oc1ccc2c(c1)O/C(=C\c1cccs1)C2=O
u	COc1ccc2oc(=O)c(C(=O)NCc3ccccc3)cc2c1
-7%	CC(C)c1noc(-c2cn(C3CCN(C(=O)Cc4ccc(F)cc4)C3)nn2)n1 (stereo unspecified)
5%	COc1ccc(NC(=O)N2c3ccccc3Sc3ccccc32)cc1OC
12%	CCN(C(=O)c1sc2nc3n(c(=O)c2c1C)CCCCC3)c1ccccc1
-11%	Cc1ccc(/C=[N+](\[O-])C2N(C)C(=S)SC2(C)C)cc1 (stereo unspecified)
-3%	Cc1cc2nc(CSc3nc4ccc(NC(=O)C(C)(C)C)cc4s3)cc(=O)n2o1

Next part:
KDM5B inh	mol
-9%	Fc1ccc(-c2noc3ncnc(NC4CCCCC4)c23)cc1
13%	COc1cccc(C(=O)Nc2cccc(C(=O)OCc3cc(=O)n4nc(C(C)C)sc4n3)c2)c1
7%	Cc1nc2cc(NS(=O)(=O)c3cc(F)cc(F)c3)ccc2o1
-20%	O=C(Cn1cnc2c(oc3ccccc32)c1=O)Nc1ccccc1C(F)(F)F
3%	COc1ccc(C(=O)N2CCC3(CC2)CC(OCC2CC2)CCO3)cc1 (stereo unspecified)
12%	O=C(NCc1cccnc1)c1ccc2nccnc2c1
u	CSC1=N/C(=C/c2cccnc2)C(=O)N1Cc1ccc(Cl)cc1
19%[86.2 µM]	O=C1NC2(CCN(C(=O)c3ccccc3F)CC2)Oc2ccccc21
-4%	CCOc1ccc2nc(N3CCN(C(=O)C(C)C)CC3)sc2c1
9%	COc1c(C)cnc(CN2CCN(C(C(=O)O)c3c[nH]c4ccccc34)CC2)c1C (stereo unspecified)
0%	CCn1cc(C(=O)NCc2ccccc2Cl)c(=O)c2cc(S(=O)(=O)N3CCOCC3)ccc21
16%	Cn1c(C(=O)N2CCN(C(=O)C(C)(C)C)CC2)cc2ccccc21

Remaining list, next part:
KDM5B inh	mol
-16%	CCc1ncc(C(=O)N[C@@H]2c3ccccc3C3(CCNCC3)[C@H]2OC)cn1
0%	COc1ccc(C(=O)N2CCCC(CN3CCC(C)CC3)CC2)cc1 (stereo unspecified)
-22%	Cc1cnc(C(=O)N2CCC(c3noc(-c4ccccn4)n3)C2)cn1 (stereo unspecified)
-43%	O=C(N[C@@H]1CN(C2CCC2)C[C@H]1CO)c1cnccn1
-24%	O=[N+]([O-])c1ccccc1/C=N/NS(=O)(=O)c1ccccc1
3%	C=CCNc1nc(C(=O)OCC(=O)N(Cc2ccccc2)C(C)C)cs1
